Pin1 inhibitor – inhibitors of human Pin1; Q13526; Pin1 FP peptide displacement, HiFluor488, 10 min; Potency, µM (doses to about 115 µM), for inactives: top-dose activity, negative = inhibition, usual class: inhibitors; 390,000 tested, 0.009% active; AID 504891; active means well fitted inhibition curve with a large enough effect in the polarisation, with a control signal flat, not every such curve was filed as active; inconclusive means small, poorly fitted or top-dose-only effect, or effect the other way, or a change in a side signal; inactive means no such curve, though single readings can be large or run the other way; the % refers to the polarisation; further: potency means the concentration at half of the fitted maximal effect; on the % scale 0 is the no-effect control and ±100 the full control effect
Target sequence (Q13526 whole entry, looked up): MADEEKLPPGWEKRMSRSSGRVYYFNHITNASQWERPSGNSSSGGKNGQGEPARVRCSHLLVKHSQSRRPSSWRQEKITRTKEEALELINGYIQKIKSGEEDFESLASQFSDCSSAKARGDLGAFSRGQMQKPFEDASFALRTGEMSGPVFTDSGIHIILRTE
mIDH1 inhibitor – human IDH1 R132H inhibition; Potency, µM (titrated, usually from 76.6 µM), without a hit: top-dose activity change, negative = inhibition, most hits filed as inhibitors; IDH1-R132H enzyme, NADPH consumption, diaphorase/resazurin fluorescence; 390,000 tested, 0.093% active; O75874; further: potency means the concentration at half of the fitted maximal effect; on the % scale 0 is the no-effect control and ±100 the full control effect; nearly all actives have a fitted effect of over 65% in size
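IDH1-R132H (0.5 ug/mL) preincubated 30 min with compound, then NADPH (0.016 mM) and alpha-KG (2 mM) added; 80 min at RT, pH 7.5. Remaining NADPH coupled via diaphorase/resazurin to fluorescence (540/590 nm); concentration-response curves normalized to no-enzyme control.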
HP1b chromo inh – blocks HP1-beta chromodomain binding to methylated histone tails; AlphaScreen HP1-beta / biotin-H3K9me3 peptide binding; Potency, µM (highest dose often 114 µM), for the others: top-dose activity change, negative = inhibition, actives largely listed as inhibitors; AID 540317; 390,000 tested, 0.56% active; further: potency means the concentration at half of the fitted maximal effect; nearly all actives have a fitted effect of over 70% in size; inactives centre near 23
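Compound inhibition of the preformed complex between 50 nM HP1-beta and 50 nM biotinylated H3K9me3 peptide was read by AlphaScreen. Buffer was PBS pH 7.4 with 0.01% Tween-20. Incubations ran 30 min at room temperature, with 10 ug/mL donor/acceptor beads.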
USP1 inh – blocks the human USP1/UAF1 deubiquitinase complex; O94782; recombinant USP1/UAF1, Ub-Rhodamine cleavage fluorescence; Potency, µM (highest dose often 57.1 µM), for inactives: top-dose activity change, negative = inhibition, most hits filed as inhibitors; 390,000 tested, 0.23% active; AID 743255; further: potency means the concentration at half of the fitted maximal effect; on the % scale 0 is the no-effect control and ±100 the full control effect; nearly all actives have a fitted effect of over 60% in size; inactives centre near -12
Target sequence (O94782 whole entry, looked up): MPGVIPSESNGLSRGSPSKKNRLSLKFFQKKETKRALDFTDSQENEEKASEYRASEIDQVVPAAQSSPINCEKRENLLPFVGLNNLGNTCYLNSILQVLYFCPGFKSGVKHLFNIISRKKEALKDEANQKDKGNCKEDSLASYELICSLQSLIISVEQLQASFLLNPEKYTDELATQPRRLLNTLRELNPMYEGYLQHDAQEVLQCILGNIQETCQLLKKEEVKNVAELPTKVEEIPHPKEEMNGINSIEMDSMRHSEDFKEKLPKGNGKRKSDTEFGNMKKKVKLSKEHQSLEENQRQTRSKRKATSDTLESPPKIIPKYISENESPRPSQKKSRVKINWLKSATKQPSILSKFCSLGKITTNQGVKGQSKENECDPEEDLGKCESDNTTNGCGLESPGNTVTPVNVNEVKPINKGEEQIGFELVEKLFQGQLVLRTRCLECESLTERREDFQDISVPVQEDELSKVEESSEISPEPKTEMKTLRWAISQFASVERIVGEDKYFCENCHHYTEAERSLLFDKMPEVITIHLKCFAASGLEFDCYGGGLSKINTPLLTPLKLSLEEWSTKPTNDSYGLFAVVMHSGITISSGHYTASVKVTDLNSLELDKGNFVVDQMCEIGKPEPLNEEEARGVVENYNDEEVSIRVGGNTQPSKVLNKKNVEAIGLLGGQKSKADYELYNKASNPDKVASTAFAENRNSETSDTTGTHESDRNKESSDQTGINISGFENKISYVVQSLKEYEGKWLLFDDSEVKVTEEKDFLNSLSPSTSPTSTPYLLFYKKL
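USP1/UAF1 complex at 1 nM was preincubated with compound for 15 min at room temperature, then Ub-Rho substrate (150nM final) was added. Fluorescence (480/540 nm) was read kinetically, 6 reads every 60 seconds.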
Tb PGK inh – T. brucei PGK inhibition; 380,000 tested, 0.043% active; P07378; PGK/GAPDH coupled, Kinase-Glo luminescence, 60 min; Potency, µM (doses to about 57.5 µM), without a hit: at the highest dose activity change, negative = inhibition, usual class: inhibitors; further: potency means the concentration at half of the fitted maximal effect; on the % scale 0 is the no-effect control and ±100 the full control effect; nearly all actives have a fitted effect of over 60% in size
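Recombinant glycosomal PGK reaction used 1,3-bisphosphoglycerate generated in-well by GAPDH (100nM final) in 100mM TEA pH 7.6, 5mM MgCl2, 0.01% Tween-20. After 60 minutes at room temperature, ATP was read by Kinase-Glo Plus luminescence end-point.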
PI4K2A inh – PI4K2A (human) kinase inhibition; Q9BTU6; purified PI4K2A, ADP-Glo luminescence, 1 h; stronger effect = lower value; activity change, negative = inhibition, % at 76.9 µM; 420,000 tested, 0.13% active; AID 1346378; in the data active means activity change below about -50%; inconclusive means mostly about -30% to -49%;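 further: -100% = wells without enzyme as full effect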
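In this quantitative HTS, ADP production by PI4K2A was quantified luminescently after 1 h at ambient temperature; 100 microM adenosine served as plate-quality control.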
TrxR1 substrate – substrates of rat thioredoxin reductase 1. O89049. purified TrxR1 substrate turnover, NADPH consumption readout. Potency, µM (doses to about 114 µM), for inactives: at the top dose activity change, negative = substrate turnover. 390,000 tested, 0.01% active; further: potency means the concentration at half of the fitted maximal effect; on the % scale 0 is the no-effect control and ±100 the full control effect; nearly all actives have a fitted effect of over 50% in size
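Rat TrxR1, dispensed at 90 nM, was prereduced with 400 uM NADPH (final) for 5 min at ~22 deg C, then incubated with compound 15 min before 400 uM selenite. A first-read NADPH fluorescence drop versus no-compound background flagged substrates.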
TrxR1 inh – rat TrxR1 inhibition; 390,000 tested, 1% active; recombinant rTrxR1, NADPH fluorescence consumption, selenite substrate; Potency, µM (highest dose often 114 µM), for inactives: at the highest dose activity change, negative = inhibition, usual class: inhibitors; O89049; further: potency means the concentration at half of the fitted maximal effect; on the % scale 0 is the no-effect control and ±100 the full control effect; nearly all actives have a fitted effect of over 65% in size
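Rat TrxR1 (90 nM in the dispensed reagent) was pre-reduced with 400 uM NADPH for 5 min at room temperature, then incubated with compound for 15 min. After 400 uM selenite was added, NADPH fluorescence (Ex 340/Em 450 nm) was followed for 8 min.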
GLS inhibitor – glutaminase GLS (human) inhibition; Potency, µM (series often up to 45.5 µM), inactives show at the highest dose activity change, negative = inhibition, actives largely listed as inhibitors; GLS enzymatic activity, qHTS titration; 410,000 tested, 0.21% active; O94925; further: potency means the concentration at half of the fitted maximal effect; on the % scale 0 is the no-effect control and ±100 the full control effect
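Human kidney-isoform GLS in 45 mM KH2PO4 pH 8.2, 0.02% Tween-20, with compound, started with 1mM L-Glutamine (added stock). Glutamate oxidase/HRP/Amplex red coupled fluorescence read at start and after 30 min at RT.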
The depositor's hits bear a star; & = joins results of further samples; [ ] = remark or other dose. Unless noted, the call rests on the fitted dose curve; in most records, active means well fitted curve in the direction sought with a large enough effect; inconclusive means small, poorly fitted or top-dose-only effect, or another doubt; inactive means no such curve, though single readings can be large; an effect the other way counts as inactive or inconclusive. This is a subset. The share of hits here may be higher or lower than overall.

Screening CCOC(=O)c1c(OCC)[nH]c2c1cc(O)c1ccccc12 returned Pin1 inhibitor inconclusive, mIDH1 inhibitor 23%, HP1b chromo inh inconclusive, USP1 inh inconclusive, PI4K2A inh 1, TrxR1 substrate 11%[57.1 µM], TrxR1 inh -15% and GLS inhibitor 33%.
Screening COc1cc2c(cc1OC)C(c1ccccc1)N(C(=O)c1ccccc1F)CC2 (centres undefined) returned Pin1 inhibitor -3%, mIDH1 inhibitor -3%, HP1b chromo inh 36%, USP1 inh -20%, PI4K2A inh -1, TrxR1 substrate -3%, TrxR1 inh 19% and GLS inhibitor 0%.
For CC(C)n1ncc2c(C(=O)Nc3ccc(S(N)(=O)=O)cc3)cc(C3CC3)nc21 the results were Pin1 inhibitor 7%, mIDH1 inhibitor -10%, HP1b chromo inh inconclusive, USP1 inh -12%, Tb PGK inh -8%, PI4K2A inh 7, TrxR1 substrate 8%, TrxR1 inh 2% and GLS inhibitor -6%.
NNc1cc2c(nn1)CCN(C(=O)c1ccccc1)C2 was read as mIDH1 inhibitor -20%, USP1 inh inconclusive, Tb PGK inh inactive, PI4K2A inh -4 and GLS inhibitor 18%.
For O=c1[nH]c(=O)n([C@H]2C[C@H](O)[C@@H](CO)O2)cc1F the results were Pin1 inhibitor -2%, mIDH1 inhibitor 3%, HP1b chromo inh 25%, USP1 inh -26%, Tb PGK inh inactive, PI4K2A inh 4&-1, TrxR1 substrate 4%, TrxR1 inh 31% and GLS inhibitor -2%&-3%.
O=C(CCN1CCCCC1)N/N=C/c1ccc(Br)cc1 was read as Pin1 inhibitor -4%, mIDH1 inhibitor 0%, HP1b chromo inh 30%, USP1 inh -10%, Tb PGK inh -5%, PI4K2A inh 2, TrxR1 substrate 1%, TrxR1 inh 5% and GLS inhibitor -13%.
COC(=O)C1=NN(C(C)(C)CC(C)=O)C2C(=O)N(C3CCCCC3)C(=O)C12 (centres undefined) was read as Pin1 inhibitor 2%, mIDH1 inhibitor 5%, HP1b chromo inh 22%[57 µM], USP1 inh -1%, Tb PGK inh -6%, PI4K2A inh 1, TrxR1 substrate -2%, TrxR1 inh -1% and GLS inhibitor -7%.
`CC(C)(C)c1ccc(C(=O)N2CCC(C(=O)NCc3ccco3)CC2)cc1` gave Pin1 inhibitor -6%, mIDH1 inhibitor -3%, HP1b chromo inh 10%, USP1 inh -6%, Tb PGK inh -6%, PI4K2A inh 0, TrxR1 substrate -12%, TrxR1 inh -23% and GLS inhibitor -4%.
COc1ccc(NC(=O)C2CCC2)cc1S(=O)(=O)Nc1cc(C)ccc1Br was read as Pin1 inhibitor 10%, mIDH1 inhibitor 2%, HP1b chromo inh 18%, USP1 inh -8%, Tb PGK inh 6%, PI4K2A inh -3, TrxR1 substrate 4%[57.1 µM], TrxR1 inh -7% and GLS inhibitor -9%.
`COCC(C)n1c(C)cc(C(=O)CSc2ccc(NC(C)=O)cc2)c1C` (centres undefined) gave Pin1 inhibitor -2%, mIDH1 inhibitor 2%, HP1b chromo inh inconclusive, USP1 inh -12%, Tb PGK inh -8%, PI4K2A inh 2, TrxR1 substrate -5%, TrxR1 inh 18%[57.1 µM] and GLS inhibitor 0%.
COc1ccc(NC(=O)COc2coc(CN3CCc4ccccc43)cc2=O)cc1 was read as Pin1 inhibitor 4%, mIDH1 inhibitor 5%, HP1b chromo inh 22%, USP1 inh -9%, Tb PGK inh 7%, PI4K2A inh -26, TrxR1 substrate -1%, TrxR1 inh -10% and GLS inhibitor 7%.
COc1cccc(C(=O)NCC(c2ccc(N(C)C)cc2)N2CCOCC2)c1OC (centres undefined) was read as Pin1 inhibitor 1%, mIDH1 inhibitor 0%, HP1b chromo inh 44%, USP1 inh -24%, Tb PGK inh inactive, PI4K2A inh -3, TrxR1 substrate 0%[57.1 µM], TrxR1 inh 3%[57.1 µM] and GLS inhibitor 51%[activator].

Not a retest: entries from further up.
COc1ccc(NC(=O)COc2coc(CN3CCc4ccccc43)cc2=O)cc1 was read as Pin1 inhibitor 4%, mIDH1 inhibitor 5%, HP1b chromo inh 22%, USP1 inh -9%, Tb PGK inh 7%, PI4K2A inh -26, TrxR1 substrate -1%, TrxR1 inh -10% and GLS inhibitor 7%.
COc1cccc(C(=O)NCC(c2ccc(N(C)C)cc2)N2CCOCC2)c1OC (centres undefined) was read as Pin1 inhibitor 1%, mIDH1 inhibitor 0%, HP1b chromo inh 44%, USP1 inh -24%, Tb PGK inh inactive, PI4K2A inh -3, TrxR1 substrate 0%[57.1 µM], TrxR1 inh 3%[57.1 µM] and GLS inhibitor 51%[activator].

Continuation:
COc1cc(OC)cc(C(=O)N[C@H](C(=O)OCC(=O)Nc2ccc(F)c(F)c2F)C(C)C)c1 was read as Pin1 inhibitor -2%, mIDH1 inhibitor 10%, HP1b chromo inh 25%, USP1 inh -18%, Tb PGK inh -2%, PI4K2A inh 3, TrxR1 substrate -9%[57.1 µM], TrxR1 inh 0%[57.1 µM] and GLS inhibitor -8%.
For COc1cc(=O)[nH]c(=O)n1C(=O)Cc1ccccc1 the results were Pin1 inhibitor 0%, mIDH1 inhibitor 4%, HP1b chromo inh -4%, USP1 inh 0%, Tb PGK inh -6%, PI4K2A inh -20, TrxR1 substrate -3%, TrxR1 inh -29% and GLS inhibitor inconclusive.
For CCn1nc(C)c(CCC(=O)O)c1C the results were Pin1 inhibitor -4%, mIDH1 inhibitor 4%, HP1b chromo inh 42%[activator], USP1 inh -15%, Tb PGK inh -1%, PI4K2A inh 3, TrxR1 substrate -19%[57.1 µM], TrxR1 inh 14%[57.1 µM] and GLS inhibitor -2%.
Screening Cc1cccn2c(=O)c(C(=O)NC(C)c3ccccc3)c(O)nc12 (centres undefined) returned Pin1 inhibitor 3%, mIDH1 inhibitor -28%, HP1b chromo inh 22%, USP1 inh -17%, Tb PGK inh inactive, PI4K2A inh 2, TrxR1 substrate 31%, TrxR1 inh 4% and GLS inhibitor -17%.
CC1(C)C/C(=N\O)c2cc3c(nc2C1)CCCC3 was read as Pin1 inhibitor 2%, mIDH1 inhibitor -3%, HP1b chromo inh 12%, USP1 inh -3%, Tb PGK inh -12%, PI4K2A inh -1, TrxR1 substrate -13%, TrxR1 inh -12% and GLS inhibitor -19%.
`COc1ccc(/C=C/CN2CCCC(C(=O)c3ccc(OC)c(F)c3)C2)cc1` (centres undefined) gave Pin1 inhibitor 3%, mIDH1 inhibitor 4%, HP1b chromo inh 11%, USP1 inh -18%, Tb PGK inh -14%, PI4K2A inh 2, TrxR1 substrate 1%[57.1 µM], TrxR1 inh 20%[57.1 µM] and GLS inhibitor -5%.
Screening COc1ccc(C2C(C#N)=C(N)Oc3c2oc(CO)cc3=O)c(OC)c1OC (centres undefined) returned Pin1 inhibitor 3%, mIDH1 inhibitor 2%, HP1b chromo inh 16%, USP1 inh -13%, Tb PGK inh -3%, PI4K2A inh -3, TrxR1 substrate 0%, TrxR1 inh 2% and GLS inhibitor 39%[activator].
For c1cnc(N2CC[N+]3(CCCC3)CC2)nc1 the results were Pin1 inhibitor 2%, mIDH1 inhibitor 1%, HP1b chromo inh 16%, USP1 inh -7%, Tb PGK inh -2%, PI4K2A inh -12, TrxR1 substrate 9%, TrxR1 inh 4% and GLS inhibitor -2%.
CCOC(=O)c1c(NC(=O)c2cccnc2)sc(C(C)=O)c1C was read as Pin1 inhibitor 2%, mIDH1 inhibitor -7%, HP1b chromo inh 11%, USP1 inh 0%, Tb PGK inh 1%, PI4K2A inh 5, TrxR1 substrate 3%[11.4 µM], TrxR1 inh 4% and GLS inhibitor 2%.
Screening COc1cc(/C=C/C(=O)OCC(=O)NCc2ccco2)ccc1OC(F)F returned Pin1 inhibitor -5%, mIDH1 inhibitor 3%, HP1b chromo inh 3%, USP1 inh -21%, Tb PGK inh -7%, PI4K2A inh -4, TrxR1 substrate 10%, TrxR1 inh 12% and GLS inhibitor 9%.
For COc1ccc(-n2c(C)cc(C(=O)COC(=O)c3cc(OC)c(OC)cc3NC(=O)c3cccs3)c2C)cc1 the results were Pin1 inhibitor 44%[activator], mIDH1 inhibitor 2%, HP1b chromo inh 21%, USP1 inh -8%, Tb PGK inh -5%, PI4K2A inh -1, TrxR1 substrate 12%[57.1 µM], TrxR1 inh 25%[57.1 µM] and GLS inhibitor 13%.
